HTR5A inv ctr = inverse agonist of human HTR5A in OPRM1-OPRD1 counter-screen. P47898. HTR5A cell line, luminescence, inverse agonism. inhibition, % at 9.3 µM. 0.083% of 340,000 active; in the data active = inhibition mostly above about 23%, no sharp cut-off; inactive = mostly below about 18%;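 note: 0% = cells with DMSO and 100% = no-cell wells with DMSO; some compounds called inactive have numbers as strong as hits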
Target sequence (P47898 whole entry, looked up): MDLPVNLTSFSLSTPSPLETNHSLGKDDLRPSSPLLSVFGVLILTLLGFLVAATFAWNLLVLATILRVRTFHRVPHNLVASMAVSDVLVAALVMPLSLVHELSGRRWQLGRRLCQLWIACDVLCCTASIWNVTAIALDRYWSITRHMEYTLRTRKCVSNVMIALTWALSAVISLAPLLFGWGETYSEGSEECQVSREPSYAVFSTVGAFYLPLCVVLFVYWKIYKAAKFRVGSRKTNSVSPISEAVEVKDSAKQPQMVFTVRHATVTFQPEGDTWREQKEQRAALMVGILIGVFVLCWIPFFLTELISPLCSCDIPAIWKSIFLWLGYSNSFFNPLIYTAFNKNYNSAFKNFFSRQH
HTR5A ag ctr = counter-screen for OPRM1-OPRD1 agonists: human HTR5A agonism. P47898. HTR5A agonist assay, luminescence, cell-based. activation, % at 9.3 µM. 0.61% of 340,000 active. AID 504692; in the data active = activation mostly above about 9.5%, no sharp cut-off; inactive = mostly below about 7.6%;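 note: 0% = cells with vehicle only and 100% = reference agonist; strong numbers were not always called active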
phage Ecoli inh = E. coli growth loss with phage present. growth absorbance. 0.26% of 360,000 active. AID 651602. inhibition, % at 11.9 µM; in the data active = inhibition above about 11%
PKA-R2B activ = activates the human PKA-R2B holoenzyme complex | P22694+P31323 | PKA-R2B holoenzyme dissociation, Cy5-IP20 fluorescence polarization; R2B truncated from residue 108, S112A mutant; 0% DMSO only, 100% 113 µM cGMP | 0.079% of 340,000 active | activation, % at 11.4 µM | AID 504700;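 active = activation above a cutoff set at the mean over all compounds plus 3 SD, cut at about 18% in these data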;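 note: higher means more holoenzyme dissociation and a rise in polarization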
AddAB inh = less growth of phage-infected E. coli with AddAB; E. coli expressing H. pylori AddAB, absorbance growth; inhibition, % at 11.9 µM; 0.29% of 330,000 active; AID 435030; in the data active = inhibition above about 12%;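 note: 0% = vehicle wells of infected cells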
DAGLB inh = blocks human DAGLB lipase activity; 0.059% of 340,000 active; Q8NCG7; AID 504411; HEK293T DAGLB membrane lysate, EnzChek fluorogenic substrate; inhibition, % at 5.17 µM; in the data active = inhibition above about 34%;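 note: 0% = enzyme with vehicle and 100% = wells lacking enzyme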
Target sequence (Q8NCG7 whole entry, looked up): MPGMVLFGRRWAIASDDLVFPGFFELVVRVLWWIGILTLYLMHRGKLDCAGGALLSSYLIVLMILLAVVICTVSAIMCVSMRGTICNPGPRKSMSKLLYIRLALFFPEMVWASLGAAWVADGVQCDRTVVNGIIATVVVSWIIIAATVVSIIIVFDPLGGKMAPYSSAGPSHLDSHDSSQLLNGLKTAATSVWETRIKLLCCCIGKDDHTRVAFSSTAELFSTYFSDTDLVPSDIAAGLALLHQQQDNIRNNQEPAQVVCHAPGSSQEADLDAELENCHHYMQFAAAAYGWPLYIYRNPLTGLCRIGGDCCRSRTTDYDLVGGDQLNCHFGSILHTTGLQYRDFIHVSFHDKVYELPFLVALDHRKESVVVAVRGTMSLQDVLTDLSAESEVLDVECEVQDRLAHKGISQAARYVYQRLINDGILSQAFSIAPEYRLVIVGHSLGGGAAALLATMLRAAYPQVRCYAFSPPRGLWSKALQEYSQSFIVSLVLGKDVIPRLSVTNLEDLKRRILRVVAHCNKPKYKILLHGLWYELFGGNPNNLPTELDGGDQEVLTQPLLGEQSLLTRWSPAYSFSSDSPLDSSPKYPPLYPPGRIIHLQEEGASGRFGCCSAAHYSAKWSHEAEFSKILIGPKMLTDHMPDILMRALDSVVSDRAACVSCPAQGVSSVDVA
E coli growth = bacterial growth inhibition, counter-screen for AddAB inhibitors. E. coli V3065 growth, OD600 absorbance, 18 h. inhibition, % at 11.9 µM. 0.27% of 330,000 active. AID 449728;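 active = inhibition above the campaign's mean inhibition across all tested compounds plus 3 SD, cut at about 9.9% in these data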;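 note: uninfected addAB+ strain grown without phage in ampicillin broth; 0% = DMSO wells and 100% = ciprofloxacin 0.95 µg/ml wells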
CDK5 inh = inhibitors of human CDK5/p35 kinase | inhibition, % at 10 µM | 0.01% of 330,000 active | Recombinant CDK5/p35, ADP-Glo luminescence, 60 min | Q00535+Q15078;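 active = highest replicate inhibition of at least 50% and at least 75% of replicates reaching 50%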;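 note: plate controls were DMSO neutral control for no effect and GW8510 at 10 µM for full effect; many of its hits are not listed in these tables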
PKA-R1A act = activates the PKA-R1A holoenzyme complex; PKA-R1A dissociation, Cy5-IP20 fluorescence polarization; scaled: DMSO 0%, 113 µM cGMP 100%; P00514+P68181; activation, % at 11.4 µM; AID 504707; 0.083% of 340,000 active;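 active = percent activation above the mean of all tested compounds plus 3 SD, cut at about 19% in these data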;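 note: higher means more PKAc released from R1A so a rise in polarization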
Tat transport = inhibitors of E. coli Tat protein transport; 0.036% of 340,000 active; AID 488895; E. coli MC4100 TorA-mCherry Tat export, fluorescence; inhibition, % at 10 µM;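 active = mean replicate inhibition at least 50% and at least half of replicates individually reaching 50%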;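 note: exported cargo escapes ClpAP degradation while cytoplasmic cargo is degraded and loses fluorescence; 0% = median of neutral control wells and 100% = median of NaSCN control wells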
SUMO Mot1 rescue = SUMOylation pathway inhibition by Mot1-301 growth rescue | 1% of 320,000 active | growth rescue, % at 18.8 µM | AID 2716 | S. cerevisiae Mot1-301 growth rescue, ATP luminescence, 38.5C; percent above DMSO median, 100 means doubled;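 active = every valid replicate shows activation above 250% relative to neutral control wells; inactive = the rest, any valid replicate at or below 250%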;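 note: OY570 slx delta 5 strain wells were the positive control but not used for scaling; some compounds called inactive have numbers as strong as hits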
An asterisk follows results filed as active; / = no result given. An unsorted share of the library; about 2.3% have a hit in one of these screens.

nr | Structure | AddAB inh | E coli growth | phage Ecoli inh | HTR5A inv ctr | Tat transport | SUMO Mot1 rescue | DAGLB inh | CDK5 inh | PKA-R1A act | HTR5A ag ctr | PKA-R2B activ
1 | COc1ccc(OC)c(C(=O)c2c(C)oc3cc([N+](=O)[O-])c(O)c([N+](=O)[O-])c23)c1 | 2.9 | 1.5 | 5.6 | 7.4 | 11.7 | -1.1 | 14.1 | -2.8 | -13.3 | -2.6 | 6.0
2 | Cc1c2cnn(-c3ccccc3)c(=O)c2c(C)n1CCCC(=O)N1CCN(C)CC1 | 0.3 | 0.9 | -0.1 | 12.4 | -10.5 | -15.3 | 1.4 | 0.5 | 5.3 | 6.4 | 6.1
3 | Cc1ccc(S(=O)(=O)N2CCCC2)cc1C(=O)NCCN1CCOCC1 | 0.7 | 3.3 | 2.2 | 8.1 | 9.6 | -14.3 | -0.5 | -5.9 | -8.8 | -3.4 | 6.0
4 | O=C(c1cc2cc(F)ccc2[nH]1)N(Cc1cccnc1)CC1CCCN(C2CCCCC2)C1 (stereo unspecified) | 0.0 | -1.8 | 3.6 | -7.9 | -3.3 | 11.3 | -0.6 | -2.4 | -7.5 | 1.9 | -5.9
5 | CN(C)c1ccc(/C=C/C(=O)c2ccc3c(c2)OCO3)cc1 | 0.0 | -1.6 | 0.8 | 2.4 | 2.7 | 71.6 | -83.8 | 1.8 | -5.9 | -0.7 | -2.2
6 | CCC1CN(C(=O)NCc2ccc(F)cc2)c2ccccc2O1 (stereo unspecified) | / | / | 1.0 | 4.5 | 2.8 | -5.4 | -1.6 | -0.2 | 5.4 | -1.2 | -0.4
7 | O=S(=O)(Nc1nc2ccccc2s1)c1ccc(Cl)nc1 | -0.1 | 0.9 | 1.9 | -5.2 | -3.9 | 6.2 | 5.8 | 4.2 | -11.6 | 4.3 | -2.5
8 | CCC(CC)=NNc1ccc([N+](=O)[O-])cc1[N+](=O)[O-] | -0.8 | 0.3 | 3.6 | 5.3 | 0.8 | -0.4 | -2.0 | 2.0 | -5.4 | -1.9 | -5.8
9 | COc1cc(Cl)cc(NC(=O)CCN2CCN(C)CC2)c1 | 1.0 | 1.8 | 2.6 | -24.4 | -0.1 | -34.0 | 0.7 | -0.1 | 2.8 | -0.3 | -6.1
10 | CCCCn1c(SCC(=O)Nc2ccc(C)c(S(=O)(=O)N3CCOCC3)c2)nnc1C(CC)N(C)C (stereo unspecified) | 4.2 | 2.7 | 2.0 | 13.0 | 0.7 | -25.7 | 2.0 | 0.7 | 1.1 | 3.1 | 2.4
11 | Cc1cc(C)n2nc(SCCOc3ccccc3)nc2n1 | 0.8 | 1.9 | 2.9 | 4.2 | 17.9 | / | -0.7 | -10.5 | -1.8 | -1.5 | -6.8
12 | CCn1nc(C)c(CN2CCCC(CO)(Cc3cccc(Cl)c3)C2)c1C (stereo unspecified) | 2.5 | 2.6 | 1.6 | -31.5 | 11.0 | / | -2.2 | -0.5 | 0.9 | 10.0 | -0.7
13 | COCCNC(=O)CCCn1c(=O)c2ccccc2n(Cc2cccc([N+](=O)[O-])c2)c1=O | 0.1 | 0.8 | 2.4 | -13.6 | -3.0 | -24.4 | -2.4 | 0.6 | 3.0 | 1.0 | -11.0
14 | CC(C)Cc1nc(Nc2ccccc2C#N)c2nnn(Cc3ccccc3)c2n1 | 1.2 | 0.4 | -1.2 | -1.0 | 7.1 | 0.3 | -6.7 | -0.9 | -10.7 | -0.9 | -11.9
15 | CC(C)(C)NC(=O)NC(=O)COC(=O)c1cc(=O)[nH]c2ccccc12 | -2.5 | -2.6 | -0.5 | 3.9 | 0.6 | 5.9 | -1.4 | 0.7 | 0.5 | 4.8 | -18.3
16 | CN1CCN(S(=O)(=O)c2ccc3c4c(cccc24)C(=O)N3)CC1 | -0.7 | -0.8 | 1.1 | -7.6 | 1.8 | 3.0 | -0.5 | -1.9 | -4.3 | 2.7 | 11.5
17 | CC(=O)N1CCN(C(=O)COC(=O)COc2ccc(C#N)cc2)CC1 | 2.0 | 1.6 | 3.3 | 10.5 | -5.3 | 262.0 | 0.2 | -0.9 | -7.2 | -4.0 | 3.8
18 | c1ccc2c(c1)NC(CN1CCOCC1)CO2 (stereo unspecified) | 1.9 | -1.7 | 2.9 | -20.1 | 8.6 | 10.0 | -0.6 | -0.6 | -3.8 | -2.9 | 6.0
19 | CCCOc1ccc(NC(=O)C2CC(=O)N/C(=N/N=C(C)/C=C/c3ccc(N(C)C)cc3)S2)cc1 (stereo unspecified) | -3.2 | -2.5 | 2.3 | 1.8 | 4.9 | -1.9 | 7.0 | 0.2 | -6.9 | 3.6 | 2.3
20 | Cc1ccc(SCCCCN2CCOCC2)cc1 | 1.9 | 1.4 | 3.5 | -1.1 | 9.6 | 182.4 | 2.2 | 1.3 | -17.7 | 0.3 | 6.1
21 | CCN(CC)C(=S)NC(=O)c1cc(OC)c(OC)c(OC)c1 | 0.3 | 1.8 | 1.9 | 7.0 | -5.6 | 12.3 | 0.0 | 2.8 | 1.1 | 1.3 | -0.1
22 | Cc1cc(C(=O)Nc2nccs2)c2cc(F)ccc2n1 | 0.3 | -0.2 | 1.1 | -1.4 | 6.6 | -11.7 | 1.6 | 2.7 | -4.1 | 0.5 | 7.8
23 | C=CCC(C(=O)OC)(C(=O)OC)c1ccc(C(F)(F)F)cc1[N+](=O)[O-] | -0.3 | 1.4 | 3.4 | 14.9 | 8.3 | -2.9 | -3.2 | 0.1 | -6.2 | -6.0 | 4.2
24 | COc1ccc(CNC(=O)[C@@H](NC(=O)C2CCN(C(=O)[C@@H]3CCCN3C(=O)OC(C)(C)C)CC2)C(C)C)cc1 | 3.7 | 1.7 | 2.5 | 23.3 | 5.2 | -1.8 | -3.4 | -1.5 | -8.6 | -2.3 | -3.1
25 | CC1=NN(C(N)=S)C(=O)C1N=Nc1ccc([N+](=O)[O-])cc1 (stereo unspecified) | -0.9 | 2.4 | / | 3.9 | -6.0 | -14.4 | 15.4 | 2.9 | 5.3 | -1.1 | -0.6
26 | Clc1ccccc1/C=C/c1nc(-c2cccnc2)no1 | 1.0 | 2.3 | -0.1 | 4.4 | -1.2 | -22.4 | -5.3 | 0.6 | 6.2 | -1.6 | -4.2
27 | CN(Cc1ccccc1)S(=O)(=O)c1cc2c3c(c1)CCN3C(=O)CC2 | -1.9 | -1.3 | 4.9 | -7.8 | -3.9 | -13.9 | 1.3 | -1.4 | -5.4 | 2.3 | -18.2
28 | O=C(Nc1ccc(Cl)cc1N1CCOCC1)C1CCCO1 (stereo unspecified) | 1.5 | -1.9 | -0.4 | 6.3 | 7.5 | -2.4 | -0.9 | 0.4 | -4.0 | -2.0 | -3.1
29 | O=C(C(Cl)Cl)N1CC2CCC(CC2)C1 | / | / | 2.7 | 5.0 | -11.1 | / | -1.6 | -2.4 | 4.8 | -1.4 | 1.5
30 | COc1ccc(N2CC(C(=O)N[C@@H](CC(C)C)C(=O)NC3CCCCC3)CC2=O)cc1 (stereo partly specified) | 1.4 | -0.4 | -2.9 | 16.4 | 1.4 | -17.6 | -0.4 | 0.3 | 6.5 | -1.0 | -9.9
31 | CN1CCN(C(=O)/C(=C/c2ccc(F)cc2)NC(=O)c2ccccc2)CC1 | 2.0 | -0.4 | -0.1 | 21.1 | -3.5 | -17.3 | -0.3 | 0.8 | -1.2 | -3.5 | -6.7
32 | CCCn1nc(NC(=O)C2CCCO2)c2cc3cccc(C)c3nc21 (stereo unspecified) | -0.6 | -3.7 | 1.9 | / | 12.5 | -11.3 | / | 0.3 | / | / | /
33 | CCOC(=O)C1NC(=O)CC1c1ccccc1 (stereo unspecified) | 3.0 | 1.4 | 1.4 | -1.1 | -1.8 | / | -0.3 | / | 7.3 | 1.3 | -1.3
34 | COc1ccc(CN2CCN(C3CCOCC3)CC2CCO)c(C)c1C (stereo unspecified) | 0.4 | -0.2 | 0.9 | 5.5 | 15.5 | -12.3 | 1.1 | 0.6 | 3.1 | -2.0 | -11.6
35 | CN1CCN(CCCNC(=O)c2ccc(/C=C3\Sc4ccccc4N(Cc4ccc(F)cc4)C3=O)cc2)CC1 | / | / | 1.2 | -5.2 | 26.4 | / | 2.7 | -0.9 | -5.0 | 0.5 | 4.8
36 | CCCCOC(=O)CCn1c(=S)oc2ccccc21 | -1.5 | -0.8 | 3.3 | -14.8 | 4.6 | 1.6 | -5.4 | 0.7 | -9.6 | 6.1 | -5.2
37 | O=C(CSc1ccccc1)N1CCN(C(=O)c2ccco2)CC1 | 3.7 | 1.4 | 2.1 | -13.1 | 4.6 | -10.4 | -0.9 | 1.0 | -1.3 | 4.5 | 4.8
38 | O=C(Nc1nc(-c2ccc(S(=O)(=O)N3CCCCCC3)cc2)cs1)c1cccs1 | 1.6 | -1.5 | 1.7 | -17.9 | -4.5 | -6.4 | -5.3 | 0.9 | 10.1 | 4.5 | 4.6
39 | O=C(Nn1cnnc1)c1ccc(Cl)c([N+](=O)[O-])c1 | -1.1 | -1.6 | 1.5 | -2.3 | 6.4 | -5.8 | 0.5 | -0.9 | -1.6 | -5.2 | -3.5
40 | O=C(CN1CCN(c2ccccn2)CC1)NC1CCCCC1 | 1.2 | 1.1 | 1.7 | -9.4 | 2.0 | 2.3 | -3.7 | 0.7 | -16.0 | 3.8 | 1.9
41 | COc1ccccc1N(CCC#N)C(=O)CSc1ccc2c(c1)OCCO2 | -0.5 | -1.4 | 2.8 | -9.7 | -8.1 | 10.0 | 0.7 | -0.5 | -13.5 | 1.4 | -1.5
42 | Cc1ccc(CSCC(=O)N(C)CC(=O)Nc2ccc(C)cc2)cc1 | 1.2 | -1.6 | 0.6 | -8.9 | 7.2 | -19.4 | 0.5 | 0.1 | 3.9 | -0.1 | -0.3
43 | O=C1[C@H]2[C@@H](c3ccc(Cl)cc3)N3C(=O)N(c4cccc(Cl)c4)C(=O)[C@@]3(Cc3ccc(Cl)cc3)[C@H]2C(=O)N1C1CCCCC1 | 2.8 | 0.0 | 2.2 | 15.5 | -3.1 | 14.8 | -3.8 | -0.8 | -4.0 | 0.5 | -0.8
44 | CCn1c(COc2ccc(C)cc2)nc2ccccc21 | 0.6 | -0.3 | 2.6 | -15.7 | -2.9 | -5.2 | -4.8 | -0.5 | -6.2 | -0.6 | -12.0
45 | O=C(Nc1ccccc1)NN1CC(=O)N(c2ccc(Cl)cc2)CC1=O | -1.0 | -0.5 | 1.4 | -3.3 | 5.0 | -2.1 | -0.3 | 0.4 | -6.7 | -1.1 | -2.6
46 | Cc1ccc(S(=O)(=O)c2nc(-c3ccccc3F)oc2N2CC(C)OC(C)C2)cc1 (stereo unspecified) | 0.4 | 0.2 | 1.2 | -5.1 | -1.1 | -3.2 | -4.5 | -3.7 | 6.6 | 1.4 | 1.2
47 | CCn1c(C)[n+](CCCS(=O)(=O)[O-])c2cc(Cl)c(Cl)cc21 | -0.7 | -1.3 | 1.4 | -14.5 | -8.5 | -14.8 | -0.6 | -4.2 | -7.9 | 1.5 | 4.4

Screens (PubChem BioAssay)
